D3 antag: D3 dopamine receptor (human) antagonism; P35462; D3R cells, DiscoveRx beta-arrestin luminescence, antagonist mode; hits give low values; max response, negative = inhibition, %; 360,000 tested, 2.5% active; AID 652054; in the data active means max response below about -50%; inconclusive means no clear call, values can overlap the other calls; further: on the % scale 0 is the no-effect control and ±100 the full control effect; mostly tested at two doses, the higher about 12 µM
Target sequence (P35462 whole entry, looked up): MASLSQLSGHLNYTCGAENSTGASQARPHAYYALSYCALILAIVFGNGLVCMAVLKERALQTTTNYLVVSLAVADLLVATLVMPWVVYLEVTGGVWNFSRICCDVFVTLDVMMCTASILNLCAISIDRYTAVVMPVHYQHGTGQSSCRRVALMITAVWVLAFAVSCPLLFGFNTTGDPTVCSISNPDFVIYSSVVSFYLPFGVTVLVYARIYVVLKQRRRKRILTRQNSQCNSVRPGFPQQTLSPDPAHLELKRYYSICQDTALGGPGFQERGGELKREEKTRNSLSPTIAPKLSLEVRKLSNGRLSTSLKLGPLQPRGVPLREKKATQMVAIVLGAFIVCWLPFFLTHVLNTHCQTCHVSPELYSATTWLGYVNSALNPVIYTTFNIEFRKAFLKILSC
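Cells expressing the human receptor were seeded at 1500 cells/well, incubated overnight at 37 degrees C in 5% CO2, then exposed to library compounds with dopamine controls for 90 minutes at 37 degrees C before luminescent detection.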
aSyn rescue: alpha-synuclein toxicity inhibition in yeast; Yeast expressing alpha-synuclein, growth rescue, BacTiter-Glo, 24 h; Potency, µM (highest dose often 46.1 µM), for the others: top-dose growth rescue (activation), usual class: activators; 370,000 tested, 0.14% active; AID 652106; further: potency means the concentration at half of the fitted maximal effect; % of control where 0% means no effect; nearly all actives have a fitted effect of over 65% in size
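Rescue of yeast growth: cells expressing toxic alpha-synuclein, induced in galactose at OD600 0.02, incubated with compound 24 h at 30 C. ATP luminescence quantified growth; inhibitors of toxicity appear as activators.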
PTHR1 agonist: agonists of human PTHR1 parathyroid hormone receptor | AID 743266 | HEK293 GP2 PTHR1 cells, GloSensor cAMP luminescence, 1 h | Q03431 | Potency, µM (titrated, usually from 115 µM), without a hit: at the top dose activation, hits mostly activators | 410,000 tested, 0.075% active; further: potency means the concentration at half of the fitted maximal effect; nearly all actives have a fitted effect of over 55% in size; some results filed as inactive show a strong effect at the top dose; inactives centre near -15; many of its hits are not listed in these tables
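HEK-293-derived GP2 cells expressing PTHR1 and a GloSensor cAMP reporter, 3,000/well, plated overnight, given luciferin plus IBMX (each 0.5 mM as added) for 1 h at 37 °C, then compound for 1 h at 37 °C. Luminescence was read after 15 min at room temperature.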
FUS yeast rescue: suppressors of FUS proteinopathy in yeast | 390,000 tested, 0.24% active | Potency, µM (highest dose often 76.6 µM), without a hit: top-dose growth rescue (activation), hits mostly activators | AID 1347120 | S. cerevisiae FUS-expressing, growth rescue, OD600, 24 h;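 further: potency means the concentration at half of the fitted maximal effect; plate controls were DMSO vehicle for no effect and reference control for full effect; nearly all actives have a fitted effect of over 55% in size; some results filed as inactive show a strong effect at the top dose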
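Cultures pregrown in 2.5% raffinose medium are shifted to minimal medium containing 2% galactose to express toxic FUS. Compounds are tested at several concentrations. After 24hr at 30C, growth is quantified at 600 nm absorbance.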
GLP1R ag: GLP-1 receptor (human) agonism; P43220; HEK293 GLP-1R CRE-luciferase, luminescence, 4-6 h; cells express a hypersensitive GLP-1R form; Potency, µM (highest dose often 45.6 µM), for the others: top-dose activation, most hits filed as activators; 380,000 tested, 0.007% active; further: potency means the concentration at half of the fitted maximal effect; % of control where 0% means no effect
Target sequence (P43220 whole entry, looked up): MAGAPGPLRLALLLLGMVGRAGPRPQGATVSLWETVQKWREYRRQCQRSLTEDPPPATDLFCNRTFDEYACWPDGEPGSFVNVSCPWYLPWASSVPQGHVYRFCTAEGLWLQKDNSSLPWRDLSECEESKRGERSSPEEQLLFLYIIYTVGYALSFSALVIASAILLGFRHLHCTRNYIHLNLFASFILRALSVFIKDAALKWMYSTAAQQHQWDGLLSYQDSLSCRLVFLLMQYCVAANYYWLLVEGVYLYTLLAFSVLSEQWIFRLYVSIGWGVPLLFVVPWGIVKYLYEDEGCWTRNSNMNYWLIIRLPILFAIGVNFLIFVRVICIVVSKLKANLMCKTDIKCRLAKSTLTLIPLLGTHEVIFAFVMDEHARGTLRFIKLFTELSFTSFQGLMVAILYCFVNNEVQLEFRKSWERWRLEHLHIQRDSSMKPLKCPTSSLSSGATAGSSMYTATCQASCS
pAkt inh: blocks phosphorylation of Akt. activity change, % for hits at 50 µM. 360,000 tested, 0.32% active. AID 651550. Neuro2A IGF-stimulated pAkt S473 HTRF, 20 min; hits give low values; in the data active means activity change below about -80%; inconclusive means mostly about -51% to -80%; further: on the % scale 0 is the no-effect control and ±100 the full control effect
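Neuro2A cells in DMEM with 0.5% FBS, overnight at 37 deg C, given compound at single 50 µM final, then IGF (6 nM final) for 20 min at 37 deg C. Lysed; phospho-Akt Ser473 by HTRF after 24 h, 665/615 ratio.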
TDP-43 yeast inh: TDP-43 toxicity inhibition in yeast. 410,000 tested, 1.8% active. TDP-43 expressing yeast growth rescue, BacTiter-Glo, 24 h. Potency, µM (top dose mostly 46.1 µM), inactives show at the top dose growth rescue (activation), actives largely listed as activators; further: potency means the concentration at half of the fitted maximal effect; % of control where 0% means no effect; nearly all actives have a fitted effect of over 50% in size
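In this qHTS, compounds that restore growth of yeast expressing TDP-43 appear as activators. Cells (OD600=0.02, galactose medium, raffinose-pregrown) are incubated with compound 24 hr at 30 deg C and growth is quantified by BacTiter-Glo.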
GLP1R inv ag: acts as inverse agonist at human GLP-1 receptor. 410,000 tested, 1.6% active. P43220. HEK293 GLP-1R CRE-luciferase, luminescence, 24 h; GLP-1R form is constitutively active. Potency, µM (series often up to 38.3 µM), for the others: at the highest dose activity change, negative = inhibition, actives largely listed as inhibitors; further: potency means the concentration at half of the fitted maximal effect; on the % scale 0 is the no-effect control and ±100 the full control effect; nearly all actives have a fitted effect of over 55% in size
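HEK293 cells stably co-expressing constitutively active GLP-1R and a cAMP-responsive luciferase reporter were seeded in DMEM with 10% Nu serum, given compounds after 12 h, and incubated 24 h at 37 deg C. Luminescence was then read.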
Abeta rescue: A-beta toxicity reversal in yeast; yeast expressing A-beta42, growth rescue, OD600, 48 h; response scale: 0% DMSO, 100% iron-clioquinol control; Potency, µM (titrated, usually from 46.1 µM), for the others: at the highest dose growth rescue, usual class: activators; 410,000 tested, 0.063% active; further: potency means the concentration at half of the fitted maximal effect; nearly all actives have a fitted effect of over 55% in size
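Yeast A-beta toxicity model in growth medium with pinned compounds, 48 h at 30 C; growth read as absorbance at 600 nm. Normalized to FeCl3/clioquinol equimolar mix (positive) and DMSO (negative).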
The depositor's hits bear a star; i = inactive; ? = inconclusive; / = not tested or not shown; [ ] = remark or other dose. Unless noted, the call rests on the fitted dose curve; in most records, active means well fitted curve in the direction sought with a large enough effect; inconclusive means small, poorly fitted or top-dose-only effect, or another doubt; inactive means no such curve, though single readings can be large; an effect the other way counts as inactive or inconclusive.

SMILES | D3 antag | aSyn rescue | PTHR1 agonist | FUS yeast rescue | GLP1R ag | pAkt inh | TDP-43 yeast inh | GLP1R inv ag | Abeta rescue
Cc1cccc(N(C(=O)c2csnn2)C(C(=O)NCc2ccccc2)c2ccc(C)o2)c1 (stereo unspecified) | 9 | 4% | i | ? | 12% | i | 0% | ? | ?
O=C(Nc1ccccc1)Nc1ccc2ncoc2c1 | -3 | -9% | i | 15% | 5% | i | -4% | -11% | -28%
Cc1cccc(-c2nc(C)c(CCNC(=O)c3cccs3)s2)c1 | / | -22% | i | 22% | 14% | / | 16µM* | ? | -12%
O=C1NC[C@H](Cc2ccccc2)N(CCc2cccc(F)c2)C1=O | 4 | 2% | i | 3% | -4% | i | -1% | 19% | -2%
O=C(NC(=O)c1csnn1)Nc1ccccc1Cl | -17 | -7% | i | 1% | -4% | i | 0% | 49%[activator] | -2%
COc1ccc(CCNc2nc3c(-c4cccc(C)c4)nnn3c3ccccc23)cc1OC | / | / | -14% | -24% | 0% | / | 7% | -4% | 2%
CCN(CC)S(=O)(=O)c1cccc(C(=O)NCCc2ccccc2)c1 | -18 | 9% | i | 24% | 2% | / | 0% | 1% | 10%
COc1ccc(C(=O)NC(=S)Nc2cccc(S(=O)(=O)N3CCOCC3)c2)cc1 | -7 | 8% | -24% | 19% | 11% | i | 12%[9.22 µM] | ? | 0%
CN(c1ccccc1)S(=O)(=O)c1cccc(NC(=O)c2ccc3ncsc3c2)c1 | 54 | -1% | -40%[inhibitor] | 45% | -11% | i | 27% | ? | 4%
CCOC(=O)c1c(C)[nH]c(C(=O)COC(=O)c2cccnc2Cl)c1C | 30 | -6% | -27% | -30% | -2% | i | 22% | 64%[activator] | -14%
COc1cc(-c2noc(C)c2-c2ccc(N(C)C)nc2)cc(OC)c1OC | -13 | -7% | i | -9% | 22% | i | 18% | -45% | -2%
CCN1C(=O)[C@@H]2[C@@H](c3ccc(-c4ccc(C(C)=O)cc4)c(OC)c3)N3CCCC[C@@]3(C(=O)OC)[C@@H]2C1=O | 4 | -2% | i | 0% | 2% | i | -5% | -5% | 1%
COC(=O)C(Cc1c[nH]c2ccccc12)NC(=O)c1cc(-c2ccc(OC)c(OC)c2)oc1C (stereo unspecified) | 36 | 0% | -42%[inhibitor] | / | 17% | i | 28% | 0% | 6%
O=S(=O)(NCCNc1nccc(C(F)(F)F)n1)c1ccccc1 | 10 | 1% | -28% | -1% | 1% | i | -7% | -25% | 12%
COc1ccc(CNC(=O)COC(=O)c2ccc(Br)cc2)cc1 | -2 | -2% | ? | 0% | 4% | i | 1% | 3% | 3%
O=C/C(=C\Nc1ccc(S(=O)(=O)CCO)cc1)c1nc2cc(Cl)ccc2o1 | -51* | -1% | -8% | ? | 4% | i | 0% | 2% | -14%
COCC(=O)N1CCC(Oc2ccc(C(=O)NCc3cc(C)no3)cc2)CC1 | 3 | -4% | -24% | 0% | -2% | i | 12% | 8% | 5%
COc1ccc(Cl)cc1NC(=O)CN(C)S(=O)(=O)c1ccc(Br)s1 | / | / | -21% | -17% | / | / | -7% | -11% | -21%
COc1cccc2cc(C(=O)C3=C(O)C(=O)N(CCN4CCOCC4)C3c3cccs3)oc12 (stereo unspecified) | -6 | 4% | i | 18% | 7% | i | 5% | 14% | 30%
CCc1ccc(-n2nc3ccc(NC(=O)c4cc5ccccc5o4)cc3n2)cc1 | / | / | i | -3% | / | / | 16% | 9% | -16%
COc1ccccc1C(=O)NNC(=O)c1ccncc1 | 6 | 2% | -52%[inhibitor] | -12% | 1% | i | 13% | 17% | -4%
CC(C)NC(=O)CCn1ccc2cc(S(=O)(=O)N3CCCC3)ccc21 | 7 | 2% | i | -5% | 0% | i | 3% | 24% | 8%
CCOC(=O)C1=C(C)NC(=O)NC1c1ccc(OC)c(CN2CCOCC2)c1 (stereo unspecified) | 35 | -3% | i | -14% | 1% | i | 4% | 20% | -4%[9.22 µM]
Nc1nc(N)c(S(=O)(=O)c2ccccc2)c(Nc2ccc(Br)cc2)n1 | / | -1% | i | -6% | 17% | / | -2% | ? | -23%
CC1CC(C)(C)NC(=S)N1CCC(=O)NCCc1ccc(Cl)cc1 (stereo unspecified) | -19 | -1% | i | 11% | 0% | i | -1% | -5%[7.66 µM] | 6%
COc1ccc(-c2[nH]c(-c3ccccc3)nc2SCC(=O)NCc2ccco2)cc1OC | 0 | 2% | 2% | -3% | 18% | i | 13% | 19% | -3%
CC(=O)NC1C(OCCOc2ccc(Cl)cc2C)OC(CO)C(O)C1O (stereo unspecified) | 15 | 7% | i | -8% | -2% | i | 0% | 13% | -9%
Cc1ccc(N/C(N)=N/c2nc3c(c(=O)[nH]2)CCCC3)c(C)c1 | ? | 0% | -7%[57.5 µM] | -21% | 7% | i | -16% | -6% | -10%
CCc1nnc(NS(=O)(=O)c2ccccc2)s1 | 20 | 2% | i | 9% | -5% | i | / | -4% | 15%
CCN(CC)C(=O)c1ccccc1NC(=O)c1ccccc1 | -19 | -10% | 11% | ? | 11% | i | -17%[0.397 µM] | 0% | 1%
CS(=O)(=O)N(Cc1ccccc1)c1ccc(C(=O)NN=C2CCCCCC2)cc1 | -11 | 1% | i | / | -11% | i | 7% | 15% | -3%
Clc1ccc(C[n+]2cc(-c3ccccc3)n3c2CCCCC3)c(Cl)c1 | 0 | 4% | -43%[inhibitor] | -2% | -1% | i | 1% | ? | 7%
Cc1ccc(N2C(N)=NC(N)=NC23CCCC3)c(C)c1 | 66 | 0% | i | -27% | -2% | i | 2% | 9% | 4%[9.22 µM]
Cc1c(CC(=O)N[C@H](C(=O)O)C(C)C)c(=O)oc2cc3c(cc12)CCC(C)(C)O3 | 9 | 8% | -21% | 21% | 0% | i | -13% | -13% | -15%
COc1ccc(-c2ccc3c(N)c(C(=O)c4cccc(OC)c4)sc3n2)cc1 | 18 | -4% | i | ? | -14% | i | -1% | 32%[activator] | -9%
COc1ccc(CC(=O)Nc2ccc(OC)nc2)cc1 | 4 | -4% | -36%[inhibitor] | 19% | -2% | i | 16% | 15% | 1%
Cc1ccc(OCC(O)CNCc2ccc(F)cc2)cc1 (stereo unspecified) | -2 | 0% | i | 2% | 15% | i | -5% | ? | 3%
c1ccc(-c2nc(-c3ccccn3)nc(-c3ccccn3)n2)nc1 | 6 | -2% | -2% | 9% | 9% | i | 6% | ? | -19%
CCCCN(C(C)=O)c1c(CC)nc2ccc(C(=O)NCCCN(C)C)cn12 | -9 | 1% | 13% | -26% | -1% | i | -16% | 1% | -18%
C/C(=N\Nc1ccc(S(N)(=O)=O)cc1[N+](=O)[O-])c1ccccc1O | -8 | 0% | i | 30% | 12% | i | -7% | -13% | -5%
O=C(NN=Cc1ccc(Cl)cc1Cl)C1CC1 | 14 | -14% | -21% | / | 20% | i | 13% | -14% | 0%
CN(Cc1cn(Cc2ccc(F)cc2)nn1)C1CN(Cc2cn(Cc3ccc(F)cc3)nn2)S(=O)(=O)C1 (stereo unspecified) | 1 | 3% | -78%[inhibitor] | 14% | 0% | i | 0% | 19% | -3%
Cn1c(SCC(=O)Nc2ccc3c(c2)n(C)c(=O)n3C)nnc1-c1ccncc1 | -5 | -5% | 7% | 6% | 0% | i | -22% | 29% | -12%
CC(C(=O)Nc1ncc([N+](=O)[O-])s1)N1C(=O)c2ccccc2S1(=O)=O (stereo unspecified) | 10 | 2% | -20% | 2% | -14% | i | 17% | 7% | 2%

Among those listed so far, these contain a thiophene ring, fused or not:
SMILES | D3 antag | aSyn rescue | PTHR1 agonist | FUS yeast rescue | GLP1R ag | pAkt inh | TDP-43 yeast inh | GLP1R inv ag | Abeta rescue
Cc1cccc(-c2nc(C)c(CCNC(=O)c3cccs3)s2)c1 | / | -22% | i | 22% | 14% | / | 16µM* | ? | -12%
COc1ccc(Cl)cc1NC(=O)CN(C)S(=O)(=O)c1ccc(Br)s1 | / | / | -21% | -17% | / | / | -7% | -11% | -21%
COc1cccc2cc(C(=O)C3=C(O)C(=O)N(CCN4CCOCC4)C3c3cccs3)oc12 (stereo unspecified) | -6 | 4% | i | 18% | 7% | i | 5% | 14% | 30%
COc1ccc(-c2ccc3c(N)c(C(=O)c4cccc(OC)c4)sc3n2)cc1 | 18 | -4% | i | ? | -14% | i | -1% | 32%[activator] | -9%

A different layout for 4 compounds above:
> COc1ccc(-c2ccc3c(N)c(C(=O)c4cccc(OC)c4)sc3n2)cc1
  D3 antag: 18
  aSyn rescue: -4%
  PTHR1 agonist: i
  FUS yeast rescue: ?
  GLP1R ag: -14%
  pAkt inh: i
  TDP-43 yeast inh: -1%
  GLP1R inv ag: 32%[activator]
  Abeta rescue: -9%

> COc1ccc(CC(=O)Nc2ccc(OC)nc2)cc1
  D3 antag: 4
  aSyn rescue: -4%
  PTHR1 agonist: -36%[inhibitor]
  FUS yeast rescue: 19%
  GLP1R ag: -2%
  pAkt inh: i
  TDP-43 yeast inh: 16%
  GLP1R inv ag: 15%
  Abeta rescue: 1%

> Cc1ccc(OCC(O)CNCc2ccc(F)cc2)cc1 (stereo unspecified)
  D3 antag: -2
  aSyn rescue: 0%
  PTHR1 agonist: i
  FUS yeast rescue: 2%
  GLP1R ag: 15%
  pAkt inh: i
  TDP-43 yeast inh: -5%
  GLP1R inv ag: ?
  Abeta rescue: 3%

> c1ccc(-c2nc(-c3ccccn3)nc(-c3ccccn3)n2)nc1
  D3 antag: 6
  aSyn rescue: -2%
  PTHR1 agonist: -2%
  FUS yeast rescue: 9%
  GLP1R ag: 9%
  pAkt inh: i
  TDP-43 yeast inh: 6%
  GLP1R inv ag: ?
  Abeta rescue: -19%

From PubChem

This is a subset; the hit share may differ from the screen's.
